Screening results as filed in PubChem BioAssay.
GBA activity up – glucocerebrosidase activity enhancement; 0.44% of 30,000 active; activation, % at 10 µM; L444P Gaucher fibroblasts, 4-MU-glucoside fluorescence, 3 days; in the data active = activation above about 65%;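 also: 0% = vehicle wells and 100% = positive control wells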
Target sequence (P04062 whole entry L483P): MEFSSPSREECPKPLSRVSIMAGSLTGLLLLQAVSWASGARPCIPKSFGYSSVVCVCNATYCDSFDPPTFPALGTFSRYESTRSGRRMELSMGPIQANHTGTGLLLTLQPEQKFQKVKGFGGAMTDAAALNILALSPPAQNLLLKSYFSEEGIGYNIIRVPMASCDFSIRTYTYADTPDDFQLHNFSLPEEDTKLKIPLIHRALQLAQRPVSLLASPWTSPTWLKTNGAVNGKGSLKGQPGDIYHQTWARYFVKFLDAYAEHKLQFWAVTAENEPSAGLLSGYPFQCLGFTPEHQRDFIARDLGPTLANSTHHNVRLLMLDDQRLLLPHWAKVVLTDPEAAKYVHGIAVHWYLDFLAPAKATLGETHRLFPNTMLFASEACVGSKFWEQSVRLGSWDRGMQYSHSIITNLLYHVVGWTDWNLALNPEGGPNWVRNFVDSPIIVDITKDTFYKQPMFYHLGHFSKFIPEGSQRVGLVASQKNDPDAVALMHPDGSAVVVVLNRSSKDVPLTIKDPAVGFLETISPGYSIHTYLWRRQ
* marks the source's active call; other numbers are inactive results.

How did CCOC(=O)c1ccc(N2C(=O)C3C(C2=O)C(C(=O)c2ccc(Cl)cc2)N2CCCC32)cc1 (stereo not given) do in these assays?
GBA activity up: -1.4

What do the screens show for `CC(=O)c1ccccc1OCCCN1CCCCC1`?
GBA activity up: 12.0

What do the screens show for `Cc1ccc(SCCNS(C)(=O)=O)cc1`?
GBA activity up: -42.5

What do the screens show for `Cc1nc2sc3c(c2c(=O)o1)CCCC3`?
GBA activity up: -3.1

How did Cn1cnc(S(=O)(=O)N2CCc3ccccc32)c1 do in these assays?
GBA activity up: 4.6

Results for O=C(c1ccco1)N(CC1CCCO1)c1nc(-c2ccccc2)cs1 (stereo not given) ?
GBA activity up: -81.0

What do the screens show for `COc1ccc(C(=O)NC2=C(C#N)CCC2)cc1OC`?
GBA activity up: -20.2

How did CN(C(=O)NC(=O)C1=C(N2CCOCC2)/C(=C/c2ccccc2)CC1)S(C)(=O)=O do in these assays?
GBA activity up: -27.4

What do the screens show for `CCOC(=O)CSC1=C(C#N)C(c2ccc(Cl)cc2)C(C(=O)OC)C(=O)N1` (stereo not given)?
GBA activity up: 4.8

Results for COc1ccccc1NC(=O)COc1ccc(CO)cc1Cl ?
GBA activity up: -12.0

What do the screens show for `Cc1ccc(S(=O)(=O)Cc2ccc(C(=O)NCCCN3CCCC3=O)o2)cc1`?
GBA activity up: 8.2

Results for CNc1sc(C(=O)c2cccs2)c(N)c1-c1nc2ccccc2s1 ?
GBA activity up: 16.5

How did COc1cc(OC)c(-c2nc3cnccc3n2C)cc1OC do in these assays?
GBA activity up: -2.1

Results for COc1ccc(CN2C(=O)[C@@H]3C(c4ccc(F)cc4)=NO[C@@H]3C2=O)cc1 ?
GBA activity up: 11.4

Results for O=C(c1cccs1)N1CCn2c1nc1ccccc12 ?
GBA activity up: 6.1

Results for COc1ccc(C2C(C(=O)N3CCOCC3)CCC(=O)N2c2ccc(OC)cc2)cc1 (stereo not given) ?
GBA activity up: -3.3

Results for Cc1nn(C)cc1CNC(=O)C1C2CCC(O2)C1C(=O)O (stereo not given) ?
GBA activity up: -4.7

How did CC(C)c1ccc(NS(=O)(=O)c2cn(C)c(=O)n(C)c2=O)cc1 do in these assays?
GBA activity up: -13.5

How did COc1ccc(OC)c(NC(=O)CNC(=O)Cn2cnc3ccccc3c2=O)c1 do in these assays?
GBA activity up: -35.5

How did COc1cccc(-c2nn(C)c3sc(C(=O)N4CCN(c5ccccn5)CC4)cc23)c1 do in these assays?
GBA activity up: -24.8

How did CCOc1ccc(Nc2nc(Cc3nnc(SCC(=O)NCC4CCCO4)n3C)cs2)cc1 (stereo not given) do in these assays?
GBA activity up: -24.1

What do the screens show for `c1ccc(-c2nc(-n3ccnc3)nc(-n3ccnc3)n2)cc1`?
GBA activity up: -11.7

Results for COCCn1c(-c2ccc(Cl)cc2)cnc1SCC(=O)NCc1cccs1 ?
GBA activity up: -17.4

How did CCCCn1c(NC(=O)c2ccccc2)nc2ccccc21 do in these assays?
GBA activity up: 33.5

How did O=C(CN1C(=O)CCC1=O)Nc1ccc2c3c(cccc13)CC2 do in these assays?
GBA activity up: -0.7

Results for CCOc1ccc(NC(=O)CN2CCC(NC(=O)C3CCCCC3)CC2)cc1 ?
GBA activity up: -8.1

Results for Cc1cc(C)n(S(=O)(=O)c2ccc(C)c(C)c2C)n1 ?
GBA activity up: -23.6

Results for Cc1ccc(NS(=O)(=O)c2cc(C(=O)N3CCOCC3)ccc2C)cc1 ?
GBA activity up: -2.4

Results for CC(=O)C1=C(O)C(=O)N(CCN(C)C)C1c1ccc(Cl)cc1 (stereo not given) ?
GBA activity up: -38.2

Results for CC1CCCN(S(=O)(=O)c2ccc3c(c2)CCN3C(=O)C2CCC2)C1 (stereo not given) ?
GBA activity up: -10.7

What do the screens show for `COc1cccc(C2=NOC(C(=O)NC(C)C)C2)c1` (stereo not given)?
GBA activity up: -17.1

How did O=C(CNS(=O)(=O)c1ccc(Br)s1)NCC1COc2ccccc2O1 (stereo not given) do in these assays?
GBA activity up: -25.1

What do the screens show for `O=C(O)c1cscn1`?
GBA activity up: -28.2

Results for CC(C)NC(=O)c1ccccc1-c1nc(-c2ccccc2Cl)no1 ?
GBA activity up: -14.0

What do the screens show for `CCOC(=O)N1CCC(NC(=O)C(NC(=O)C2CCCCC2)C(C)C)CC1` (stereo not given)?
GBA activity up: -61.8

Results for Cc1ccc(C2SCC(=O)N2Cc2cn3ccsc3n2)o1 (stereo not given) ?
GBA activity up: 27.1

3 records drawn at random from those above, as already listed:
Results for CC(=O)C1=C(O)C(=O)N(CCN(C)C)C1c1ccc(Cl)cc1 (stereo not given) ?
GBA activity up: -38.2

Results for Cc1ccc(NS(=O)(=O)c2cc(C(=O)N3CCOCC3)ccc2C)cc1 ?
GBA activity up: -2.4

Results for CCOc1ccc(NC(=O)CN2CCC(NC(=O)C3CCCCC3)CC2)cc1 ?
GBA activity up: -8.1

4 entries already listed, arranged by count of non-hydrogen atoms, highest first.
What do the screens show for `Cc1ccc(S(=O)(=O)Cc2ccc(C(=O)NCCCN3CCCC3=O)o2)cc1`?
GBA activity up: 8.2

What do the screens show for `c1ccc(-c2nc(-n3ccnc3)nc(-n3ccnc3)n2)cc1`?
GBA activity up: -11.7

Results for Cc1nn(C)cc1CNC(=O)C1C2CCC(O2)C1C(=O)O (stereo not given) ?
GBA activity up: -4.7

What do the screens show for `CC(=O)c1ccccc1OCCCN1CCCCC1`?
GBA activity up: 12.0

(list continues)
What do the screens show for `COc1ccc(-c2nn(C)c(=O)c3ccccc23)cc1CNC(=O)c1ccco1`?
GBA activity up: -18.1

Results for COC(=O)NC1(C(F)(F)F)C(=O)NC(C)=C1C(=O)OC (stereo not given) ?
GBA activity up: 2.1

How did Cc1cnc(C(=O)Nc2ccccc2C(=O)N2CCOCC2)cn1 do in these assays?
GBA activity up: -7.7

Results for Cc1occc1C(=O)N1CCN(C(c2ccccc2)c2ccccc2)CC1 ?
GBA activity up: -6.0

What do the screens show for `COc1ccc(OC)c(N2Cc3cc(C)c(C)cc3C2)c1`?
GBA activity up: -13.5

Results for Cc1c(C(=O)N2CCN(c3ccc(C(F)(F)F)cn3)CC2)oc2ccccc12 ?
GBA activity up: 38.7

Results for COCCCNC(=O)c1ccc(NS(C)(=O)=O)cc1 ?
GBA activity up: 0.6

How did O=C(NCc1ccccc1)c1ccc2c(c1)OCCO2 do in these assays?
GBA activity up: -22.9

How did Cc1cccc2nc(CSCc3ccco3)cn12 do in these assays?
GBA activity up: 1.8

Results for CCOC(=O)C1=C(C)OC(N)=C(C(=O)OCC)C1c1cccnc1 (stereo not given) ?
GBA activity up: -30.0

What do the screens show for `COc1ccc(-c2csc(N(CC3CCCO3)C(=O)c3ccco3)n2)cc1` (stereo not given)?
GBA activity up: -21.0

What do the screens show for `CC(=O)Nc1nc(C=C(Cl)Cl)cs1`?
GBA activity up: -11.8

How did C=CCn1c(SCc2nc(N)nc(N3CCCCC3)n2)nnc1-c1ccco1 do in these assays?
GBA activity up: -9.3

What do the screens show for `COc1cc(S(=O)(=O)N2CCN(c3ccccc3F)CC2)c(OC)cc1Cl`?
GBA activity up: -34.0

What do the screens show for `O=C(O)CC1(c2ccccc2)C(=O)c2ccccc2C1=O`?
GBA activity up: -10.6

Results for CCN(CC)CCCNC(=O)C1CCC(=O)N(c2ccc(OC)cc2)C1c1ccc(F)cc1 (stereo not given) ?
GBA activity up: -29.9

How did Cc1ccccc1-c1nc(CS(=O)CC(=O)NCCN2CCN(Cc3ccccc3)CC2)c(C)o1 (stereo not given) do in these assays?
GBA activity up: 8.3

Results for CC(=O)c1c(C)[nH]c(C(=O)NC2CCCCC2)c1C ?
GBA activity up: 14.8

What do the screens show for `Cc1ccn2cc(CNS(=O)(=O)c3ccc4c(c3)OCCO4)nc2c1`?
GBA activity up: 8.2

How did Cc1ccc(OCC(=O)NCc2ccccn2)c(Br)c1 do in these assays?
GBA activity up: 6.0

What do the screens show for `Cc1cc(N2CCC(C(=O)N3CCN(c4cccc(C)c4C)CC3)CC2)n2ncnc2n1`?
GBA activity up: -18.4

How did O=C(NCc1ccco1)c1c2c(nc3ccccc13)CCC2 do in these assays?
GBA activity up: -1.4

Results for O=C(O)c1ccc2c(c1)C(=O)N(c1cc(C(=O)O)ccc1Br)C2=O ?
GBA activity up: -7.8

How did CC(C)C(=O)Nc1cccc(C(=O)Nc2nccs2)c1 do in these assays?
GBA activity up: -15.3

Of the compounds above, five contain fluorine:
Results for COc1ccc(CN2C(=O)[C@@H]3C(c4ccc(F)cc4)=NO[C@@H]3C2=O)cc1 ?
GBA activity up: 11.4

Results for COC(=O)NC1(C(F)(F)F)C(=O)NC(C)=C1C(=O)OC (stereo not given) ?
GBA activity up: 2.1

Results for Cc1c(C(=O)N2CCN(c3ccc(C(F)(F)F)cn3)CC2)oc2ccccc12 ?
GBA activity up: 38.7

What do the screens show for `COc1cc(S(=O)(=O)N2CCN(c3ccccc3F)CC2)c(OC)cc1Cl`?
GBA activity up: -34.0

Results for CCN(CC)CCCNC(=O)C1CCC(=O)N(c2ccc(OC)cc2)C1c1ccc(F)cc1 (stereo not given) ?
GBA activity up: -29.9

New compounds follow
What do the screens show for `Cc1cn([C@H]2C=C[C@@H](CO)O2)c(=O)[nH]c1=O`?
GBA activity up: -12.0

Results for C=CCN(c1ccc(C(=O)N2CCCC2)cc1)S(C)(=O)=O ?
GBA activity up: -19.2

What do the screens show for `CN(Cc1ccccc1)C(=O)CCNS(=O)(=O)c1ccc2c(c1)oc(=O)n2C`?
GBA activity up: -31.2

How did Cc1csc(NC(=O)CCn2c(=O)sc3ccccc32)n1 do in these assays?
GBA activity up: 25.9

How did O=C(NCCCCNC(=O)c1ccco1)c1ccco1 do in these assays?
GBA activity up: -6.2

How did O=C(CCS(=O)(=O)c1cccc2nonc12)N1CCCc2ccccc21 do in these assays?
GBA activity up: 72.5*

How did CCn1cc(C(=O)NCc2cccnc2)c2cc(OC)c(OC)cc2c1=O do in these assays?
GBA activity up: -5.1

How did NC(=O)c1c(NC(=O)C2CCCO2)sc2c1CCC2 (stereo not given) do in these assays?
GBA activity up: -29.6

What do the screens show for `CCC1(C)Cc2c(c(=O)n(-c3ccccc3)c3ncnc(N)c23)CO1` (stereo not given)?
GBA activity up: -11.3

How did CCOC(=O)c1c(C2CC2)csc1NC(=O)CSCc1c(C)noc1C do in these assays?
GBA activity up: -8.6

How did Cn1c(=O)[nH]c(=O)c2c1nc(NCCc1ccccc1)n2CC(O)COc1ccccc1 (stereo not given) do in these assays?
GBA activity up: 0.7

What do the screens show for `Oc1ccc(C(c2nnnn2C2CCCC2)N2CCc3ccccc3C2)cc1` (stereo not given)?
GBA activity up: -41.2

How did Cc1nc(CCNC(=O)Cc2ccccc2)cs1 do in these assays?
GBA activity up: 3.6

What do the screens show for `COc1cc2c(cc1OC)C(c1ccc(N(C)C)cc1)CC(=O)N2` (stereo not given)?
GBA activity up: -9.7

How did Cc1cc(-c2ccco2)n(-c2ccccc2)n1 do in these assays?
GBA activity up: 9.8

What do the screens show for `O=C(CN1CCN(CC(=O)c2ccc(F)cc2)CC1)Nc1ccccc1Cl`?
GBA activity up: 42.9

Results for COC(=O)c1ccc(Cl)c(NC(=O)CN2CCN(Cc3ccccc3)CC2)c1 ?
GBA activity up: -11.9

How did CCCCOC(=O)C1=C(C)Nc2ncnn2C1c1ccc(OCC)c(OC)c1 (stereo not given) do in these assays?
GBA activity up: -20.5

How did CC(C)c1nnc(SCC(=O)NCc2ccco2)n1C do in these assays?
GBA activity up: -37.3

How did N=c1c(S(=O)(=O)c2ccccc2)cc2c(=O)n3ccccc3nc2n1Cc1ccco1 do in these assays?
GBA activity up: -18.7

What do the screens show for `N#Cc1c2c(c(NCCN3CCOCC3)n3c1nc1ccccc13)CCCC2`?
GBA activity up: 4.6

What do the screens show for `O=C(C1CCC1)N1CCc2cc(S(=O)(=O)N3CCN(c4ccccn4)CC3)ccc21`?
GBA activity up: -27.7

How did CS(=O)(=O)N1CCN(C(=O)NC23CC4CC(CC(C4)C2)C3)CC1 do in these assays?
GBA activity up: 8.6

Results for CCCN(Cc1cc2cccc(C)c2[nH]c1=O)C(=O)c1cccc(OC)c1 ?
GBA activity up: -7.5

How did CCn1nc(C)c(Oc2ccccc2O)c1C do in these assays?
GBA activity up: -4.7

What do the screens show for `CCOc1ccc(OCC)c(NC(=O)C2CCCN(S(=O)(=O)c3c(C)noc3C)C2)c1` (stereo not given)?
GBA activity up: -45.9

What do the screens show for `COC(=O)c1ccc(C(=O)OC)nc1`?
GBA activity up: -5.3

How did COc1ccc(N(CC(=O)Nc2cccc(N(C)S(C)(=O)=O)c2)S(C)(=O)=O)cc1OC do in these assays?
GBA activity up: -22.9

Results for O=C(Cn1cnc2ccccc21)OCC(=O)N1CCCc2ccccc21 ?
GBA activity up: -16.4

Results for COc1cccc(Nc2ncccc2C(=O)NCc2ccccc2)c1 ?
GBA activity up: -9.5

Results for COC(=O)c1ccccc1NC(=O)COc1ccc(S(=O)(=O)N2CCCC2)cc1C ?
GBA activity up: -0.9

How did Cn1nc(SCC(=O)O)sc1=S do in these assays?
GBA activity up: 10.7

What do the screens show for `CCCCn1c(=N)n(CC(=O)C(C)(C)C)c2ccccc21`?
GBA activity up: 9.5

Results for CCC(=O)c1cn(CC(=O)NCC2CCCO2)c2ccccc12 (stereo not given) ?
GBA activity up: 22.5

Results for COc1cccc(-n2c(COc3ccc(C)cc3)nnc2SCC(N)=O)c1 ?
GBA activity up: -6.8

How did O=C(COC(=O)CCC(=O)c1ccc(F)cc1)Nc1ccc(N2CCOCC2)cc1 do in these assays?
GBA activity up: -9.6

How did Cc1cc(OCC(=O)Nc2ccc3c(c2)OCCO3)ccc1Cl do in these assays?
GBA activity up: 4.2

Results for Cc1cc2c(=O)n(CC(=O)N3CCN(c4ccccc4)CC3)cnc2s1 ?
GBA activity up: -27.4

How did Cc1ccccc1-n1nc(C)c2cc(C(=O)N3CCN(S(=O)(=O)c4ccc(F)cc4)CC3)sc21 do in these assays?
GBA activity up: -17.2

Results for CCNS(=O)(=O)c1ccc(NC(=O)Nc2cccc(C(F)(F)F)c2)cc1 ?
GBA activity up: 0.8

How did O=C(NCC(=O)N(c1cccnc1)C(C(=O)NCc1ccco1)c1ccccc1)c1ccco1 (stereo not given) do in these assays?
GBA activity up: -17.6

Results for O=C(Nc1ccccc1N1CCCC1)c1cc2ccccc2o1 ?
GBA activity up: -30.1

How did COC(=O)C1=C(CN2CCSCC2)NC(=O)NC1c1cc(C)ccc1C (stereo not given) do in these assays?
GBA activity up: 42.6

How did O=C(O)C(Cc1ccccc1)n1cccc1 (stereo not given) do in these assays?
GBA activity up: 6.8

A portion of the library; rates above refer to the full screens.
